Artemis inh: Artemis endonuclease inhibitors, primary screen, biochemical, fluorescence intensity, FAM/BHQ-1 hairpin substrate; Protein artemis (Homo sapiens), Q96SD1; recombinant Artemis, quenched FAM hairpin cleavage fluorescence; inhibition, % at 10 µM; 0.78% of 30,000 active;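 active = at 10 µM dose, at least 30% inhibition, measured as corrected fluorescence normalized to stimulator and neutral control wells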
Target sequence (Q96SD1 whole entry, looked up): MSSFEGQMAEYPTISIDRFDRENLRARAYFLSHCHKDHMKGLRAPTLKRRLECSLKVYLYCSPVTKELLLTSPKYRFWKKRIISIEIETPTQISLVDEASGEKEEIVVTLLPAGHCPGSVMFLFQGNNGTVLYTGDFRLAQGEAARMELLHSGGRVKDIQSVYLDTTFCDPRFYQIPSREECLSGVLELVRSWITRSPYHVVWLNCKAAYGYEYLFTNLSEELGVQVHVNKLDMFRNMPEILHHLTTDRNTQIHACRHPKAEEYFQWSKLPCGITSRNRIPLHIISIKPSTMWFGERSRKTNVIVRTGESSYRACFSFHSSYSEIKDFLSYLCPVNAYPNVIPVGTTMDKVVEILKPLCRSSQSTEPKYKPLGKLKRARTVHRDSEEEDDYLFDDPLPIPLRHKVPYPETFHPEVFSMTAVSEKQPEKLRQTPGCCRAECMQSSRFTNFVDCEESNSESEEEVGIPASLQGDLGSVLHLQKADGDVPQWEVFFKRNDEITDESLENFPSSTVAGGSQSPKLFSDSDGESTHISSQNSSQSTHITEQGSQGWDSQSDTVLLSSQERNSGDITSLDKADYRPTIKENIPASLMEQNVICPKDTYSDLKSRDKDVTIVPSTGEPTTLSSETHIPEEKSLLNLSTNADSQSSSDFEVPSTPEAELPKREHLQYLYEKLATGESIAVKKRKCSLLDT
* marks the source's active call; other numbers are inactive results. An excerpt; rates above refer to the full screens.

SMILES	Artemis inh
Nc1ccc2nc(-c3ccc(N)c(Cl)c3)[nH]c2c1	22.5
Oc1c(Cl)cc(Cl)cc1C=Nc1ccc(Br)cc1	5.5
Nc1ccc(-n2c(N)c(C(=O)NCc3ccc4c(c3)OCO4)c3nc4ccccc4nc32)cc1	-4.1
O=C(CCCCCN1C(=O)CCC1=O)Nc1ncn[nH]1	-4.8
O=C(COc1ccccc1Cl)Nc1nc(-c2cccs2)cs1	7.0
CC(C)Nc1nnc(SCC(=O)c2c(N)n(Cc3ccccc3)c(=O)n(C)c2=O)s1	-3.3
CC(C)NC(=O)c1ccc(N2CCOCC2)nc1	1.6
COc1ccccc1CC(NC(C)=O)C(=O)NC1CCN(c2nnnn2-c2ccccc2)CC1 (centres undefined)	-1.9
OCCOc1nnnn1-c1ccccc1	2.6
Cc1ccc(CN(c2ccc(C(=O)N3CCOCC3)cc2)S(C)(=O)=O)cc1	0.5
COc1cc(NC(=O)c2cnn3c(C)cc(C)nc23)c(OC)cc1Cl	1.5
CN1CCN(C(=O)C2(NC(=O)Nc3ccccc3Cl)CCCCC2)CC1	2.5
CCC1CC2CC(NC(C)=O)C1C2 (centres undefined)	-6.5
CC(N=C1NS(=O)(=O)c2ccccc21)c1ccccc1 (centres undefined)	-2.6
CN(C)C(=O)CSc1cccc2cccnc12	0.1
COc1cc(C2c3c(oc4ccccc4c3=O)C(=O)N2CCN2CCOCC2)cc(OC)c1OC (centres undefined)	-0.7
CN(C)C(=O)c1cnc(Sc2ncc(C(F)(F)F)cc2Cl)n1C	-6.5
O=S(=O)(c1ccccc1)c1ccccc1/C=N\O	8.4
CCN1C(=O)c2cccc3c(NC(=O)c4ccccc4)ccc1c23	8.6
COCCCNCC(=O)Nc1sc(C)c(C)c1C(=O)OC	9.0
Nc1cccc(-c2nc3ccc(N)cc3s2)c1	2.5
COC(=O)CC1C(=O)NC2CCCCC2N1C(=O)c1ccccc1 (centres undefined)	-1.0
O=c1cc(-c2ccccc2)n(S(=O)(=O)c2ccccc2)o1	-7.3
CCCCN1CCc2c([nH]c3ccccc23)C1=O	3.5
CCC1(CC)C(=O)N(C)C(=O)NC1=NCc1ccccc1	-7.2
Cc1ccc(C(=O)Nc2ccccc2C(=O)N2CC3(C)CC2CC(C)(C)C3)cc1 (centres undefined)	1.8
CCOC(=O)C(C(=O)Nc1ccc(C)cc1)C1CCCCC1 (centres undefined)	-3.4
Cc1cc(N)n2ncc(-c3ccc(F)cc3)c2n1	6.6
CCOc1ccc2nc(SCC(=O)c3ccc(C)s3)sc2c1	0.4
Cc1ccccc1C(=O)c1cccn1CC(=O)O	-4.8
CCCn1c(=O)[nH]c(=O)c2c1nc(-c1ccc(OC(F)F)c(OC)c1)n2CCOC	9.1
c1cncc(-c2noc(C34CC5CC(CC(C5)C3)C4)n2)c1	7.1
Cc1c(C(=O)N/N=C/c2ccccc2)sc(=S)n1C	-4.4
CCCCC(=O)Nc1ccc(NC(=O)c2cccs2)cn1	4.6
COc1ccc(OCc2nn3c(-c4ccco4)nnc3s2)cc1	-2.5
CSc1ccc(/C=N/NC(=O)c2cccc(O)c2)cc1	7.6
CC(C)CNC(=O)CSc1ccc(Cl)cc1	-3.7
c1ccc(CN2CCN(C(c3ccccc3)c3nnnn3Cc3ccccc3)CC2)cc1 (centres undefined)	5.2
CN(c1ccc(C(=O)N2CCCCC2)cc1)S(=O)(=O)c1ccccc1	5.1
CSc1nc(-c2ccco2)cc(-c2ccccc2)c1C#N	3.1
Cc1onc(-c2c(F)cccc2Cl)c1C(=O)OCn1nnc2ccccc2c1=O	5.2
CSCC[C@H](NC(=O)Nc1ccc(C)cc1C)C(=O)O	-2.5
O=C(Nc1ccc(OCC(F)(F)C(F)F)c(C(F)(F)F)c1)c1ccccc1O	-0.4
Cc1cc(C)n(-c2nc3ccccc3c(=O)n2OCC(=O)N(C)C)n1	-0.1
CCc1ccc(CNc2ccc(O)cc2)cc1	12.2
COc1ccccc1C(CC(N)=O)c1ccco1 (centres undefined)	-2.0
CCOc1ccc(-n2ccnc2SCC(=O)Nc2nnc(CC)s2)cc1	3.6
O=C(NCC1CCCO1)c1ccc(C(=O)NCC2CCCO2)cc1 (centres undefined)	-1.4
Cc1ccnc(SCC(=O)Nc2oc(-c3ccccc3)c(-c3ccccc3)c2C#N)n1	6.1
O=C(Nc1ccccc1)OCc1cc(-c2ccccc2Cl)on1	12.1
COc1cc(C)nc(N(C)S(=O)(=O)c2ccccc2Cl)n1	-1.9
Cc1ccccc1C(=O)NCc1ccncc1	1.1
CC(=O)NS(=O)(=O)c1ccc(NC(=S)NC(=O)C(C)C)cc1	-2.7
Cc1ccc(-c2cc(C(F)(F)F)n3ncc(C(=O)NCc4ccco4)c3n2)cc1	3.0
COc1ccc(NS(=O)(=O)c2ccc3oc(Nc4ccc5c(c4)OCCO5)nc3c2)cc1	8.5
CC(C)(C)NC(=O)NC(=O)CSc1nnc(-c2ccccc2F)n1N	1.5
CCOc1ccc(CCNC(=O)C2CCN(c3nnc(-n4cccc4)s3)CC2)cc1OCC	14.1
Cn1nnnc1SCC(=O)NC(=O)Cc1ccccc1	6.7
O=C(NCCN1C(=O)CCC1=O)c1ccncc1	-15.6
Cc1ccc(NC=C(S(=O)(=O)c2ccccc2)S(=O)(=O)c2ccccc2)c(C)c1	-1.3

Next entries follow.
SMILES	Artemis inh
CN(C)CCCNC(=O)CC(c1ccc(F)cc1)c1ccco1 (centres undefined)	-2.3
CSc1cc(-c2ccc(Cl)cc2)n(Cc2ccccc2)c(=O)c1C#N	-7.1
Cc1cccc(-c2noc(CSc3ccccc3)n2)c1	12.2
Cc1ccccc1NC(NC(=O)c1cccs1)C(Cl)(Cl)Cl (centres undefined)	4.8
CCCCCCn1c(=O)c(F)cn(Cc2ccc(OC)c([N+](=O)[O-])c2)c1=O	-4.1
COC(=O)C1=C(C)N(C)C(C)=C(C(=O)OC)C1c1ccccc1C	-5.1
CCCCCCSc1nsc(NC(C)=O)n1	2.1
CCS(=O)(=O)N1CCN(c2ccc([N+](=O)[O-])c(NC(C)c3ccccc3)c2)CC1 (centres undefined)	10.0
C/C(CCc1ccc2c(c1)OCO2)=N\N=C(/N)SC1CC(=O)N(c2ccccc2F)C1=O (centres undefined)	-9.8
COC(=O)CN(c1ccc2c(c1)OCCO2)S(=O)(=O)c1ccccc1	-3.6
O=C(NCCCn1ccnc1)c1ccc(S(=O)(=O)N2CCCCCC2)cc1	-2.3
O=C(Nc1ccc2nc(-c3ccc(Br)o3)[nH]c2c1)c1ccco1	1.0
COC(=O)c1ccccc1N1C(=O)C2C(C1=O)[C@H]1C=C[C@@H]2C1 (some centres undefined)	5.7
Nc1c(C(=O)NC2CC2)c2nc3ccccc3nc2n1-c1ccc2c(c1)OCO2	8.5
COc1ccc(N2CCN(C(=O)CN3C(=O)C4CC=CCC4C3=O)CC2)cc1 (centres undefined)	-9.7
Cc1cc2c(cc1C)NC1(C(=O)Nc3ccccc31)C1=C(CC(C)(C)CC1=O)N2 (centres undefined)	-6.3
Cc1occc1-c1nnc(SCC(=O)N2CCOCC2)n1CCc1ccccc1	2.8
O=c1c2c(nc3c(-c4ccc(Cl)cc4)c[nH]n13)CCCC2	21.5
O=C(Cc1ccccc1)N1CCC(O)(c2cccnc2)CC1	9.6
COc1ccc(OC)c(C2CC(c3c(-c4ccccc4)c4cc(Cl)ccc4[nH]c3=O)=NN2S(C)(=O)=O)c1 (centres undefined)	11.1
CCCNC(=O)CN(C)S(=O)(=O)c1c(C)cc(C)cc1C	-0.3
Cc1ccsc1/C=N/NC(=O)c1c[nH]c2ccccc12	-3.4
O=C(COc1ccc(Cl)cc1Cl)Nc1ccc2nc3n(c(=O)c2c1)CCCC3	7.6
CC12CN3CC(C)(CN(C1)C3c1cc3ccccc3[nH]1)C2=O (centres undefined)	2.3
O=C(COC(=O)C1CCC1)NCc1ccccc1Cl	-3.9
COc1ccccc1-c1nnc(N(C)C(=O)C2CCCO2)s1 (centres undefined)	2.5
O=S1(=O)CCN(Cc2ccc(Cl)cc2)CC1	-7.4
Cc1ccc(NCc2nc3ccccc3n2C)cc1	-3.5
COc1ccccc1N1CCN(C(=O)C2c3ccccc3Oc3ccccc32)CC1	2.2
Cc1ccc(-c2ccc(/C=N/c3ncn[nH]3)o2)cc1Cl	1.1

Next part:
molecule	Artemis inh
Cc1ccc(CSC2=CS(=O)(=O)c3ccccc3N2)cc1	5.9
CCOc1cc2c(cc1OCC)C(C(=O)O)C(c1cc(Br)c(O)c(OC)c1)N(C)C2=O (centres undefined)	-1.6
CCc1ccc(C(=O)Nc2ccc(S(=O)(=O)Nc3nc(C)cc(C)n3)cc2)o1	8.8
Cc1cc(NC(=O)CCC(=O)N(CC(=O)NC2CCCC2)Cc2ccco2)no1	0.5
O=C(CCc1ccc(S(=O)(=O)NC2CCCCC2)cc1)NCc1ccc(Cl)cc1	4.4
O=C(Cc1ccc(Br)cc1)OCC(=O)c1ccc2c(c1)OCCO2	7.5
COc1ccc(/C=N\NC(=O)COc2ccccc2Cl)cc1Cn1nc(C)cc1C	14.1
CC1(c2ccc3noc(-c4ccc(Cl)cc4)c3c2)OCCO1	3.8
COc1ccc(N2CCN(C(=O)CSc3ncnc4c3cnn4-c3ccccc3C)CC2)cc1	-5.5
N=c1c2c(-c3ccccc3)c(-c3ccccc3)n(Cc3ccccc3)c2ncn1CCCn1ccnc1	28.6
Cc1ccc(-n2nnnc2Sc2nc([N+](=O)[O-])nn2C)cc1C	-4.6
COC(=O)C1=C(CN2CCN(C)CC2)NC(=O)NC1c1cc(C)ccc1C (centres undefined)	-5.4
O=C(CN1CCCCC1)Nc1cccc(Br)c1	-4.1
O=C(CCCCCN1C(=O)CCC1=O)Nc1ccc2c(c1)OCO2	-9.9
O=C(OCc1cc2ccccc2[nH]c1=O)c1ccccc1	-3.0
O=C(Nc1ccc(NC(=O)c2ccco2)nc1)c1cccnc1	0.2
Cc1cc(Cl)ccc1OCCCC(=O)N1CCCCC1	6.5
CCOc1ccc(C(CC(=O)O)NC(=O)c2ccco2)cc1OC (centres undefined)	8.5
COc1ccccc1NC(=O)N(Cc1ccco1)Cc1cc2cccc(C)c2[nH]c1=O	10.5
CSc1nc(Oc2ccc(F)cc2F)cc(C(F)(F)F)n1	-9.6
CCc1nc(N2CCCC2C(=O)O)c2oc3ccccc3c2n1 (centres undefined)	-8.1
CC1(C)CC(=O)c2c(nc(SCC(=O)Nc3nsc(-c4ccccc4)n3)c(C#N)c2-c2ccccc2)C1	16.2
O=C(Cn1nnc2ccccc21)OCC(=O)c1ccc(Cl)c(Cl)c1	4.2
Cc1nnc(SCC(=O)Nc2cccc(C(F)(F)F)c2)n1Cc1ccco1	3.2
O=C1C2C3c4ccccc4C(c4ccccc43)C2C(=O)N1Cc1cccnc1 (centres undefined)	4.1
CCC(=O)c1cn(CC(=O)NCc2ccco2)c2ccccc12	2.0
COc1ccc(OCC(=O)N2CCN(C(=O)c3cccc(F)c3)CC2)cc1	-3.5
COC(=O)c1cc(C#N)c(SCc2ccccc2)nc1C	2.6
CN(C)c1ccc(NC(=O)c2ccncc2)c2ccccc12	7.9
O=C(N/N=C/c1ccco1)c1cc(-c2ccccc2)n[nH]1	-0.4
Cc1nn(Cc2c(Cl)cccc2Cl)c(C)c1NC(=O)c1sc2ccccc2c1Cl	-1.8
Cc1cc(/C=C2/SC(=S)N(c3cccc(Cl)c3)C2=O)c(C)n1-c1cccnc1	2.9
Cc1ccc(O)c(C2=Nc3ccccc3N=C(c3ccco3)C2)c1	2.4
N#CC1=C(SCc2ccccc2)NC(=O)C(C#N)C12CCCC2 (centres undefined)	-4.2
O=C(CN1C2CCCC1CC(NC(=O)c1ccco1)C2)Nc1ccccc1 (centres undefined)	-1.8
O=S(=O)(c1ccccc1)N(CC(O)Cn1c2ccccc2c2ccccc21)c1ccccc1 (centres undefined)	-6.3
O=C(O)c1cccc(NC(=O)C2C3C=CC(C3)C2C(=O)OCC(F)(F)C(F)F)c1 (centres undefined)	-2.7
Cc1nnc(N2CCc3ccccc3C2)[nH]c1=O	1.5
Cc1ccc2nc(SCC(=O)NCC3CCCO3)c(C#N)cc2c1 (centres undefined)	-9.2
NC(=O)c1cc2ccccc2oc1=NCc1ccccc1	3.7
Cc1ccc(C)c(C(=O)c2c(C)nc3sccn23)c1	5.8
CCOC(=O)Cn1ccc(O)c(Cc2ccc(Cl)cc2Cl)c1=O	-6.3
Cc1nc2ccccc2n2c(-c3ccccc3)c3c(=O)n(C)c(=O)n(C)c3c12	0.5
CCC(CC)=N/N=C/c1c(O)n(CC)c2cc(C3=NNC(=O)CC3)ccc12	7.3
COC(=O)C(CC(=O)c1ccc(Cl)cc1)c1ccc(C(C)C)cc1 (centres undefined)	0.1
Cc1cc(OCC(=O)N2CCOCC2)cc2oc(=O)c3ccccc3c12	-4.7
COc1ccc(/C=N/n2cnnc2SCc2ccccc2)cc1	6.6
N#C/C(=C/c1ccc(Sc2nc3ccccc3[nH]2)o1)c1cccc(Br)c1	4.2
CCN(CC)c1ccc(NC(=O)c2cnn(CC)c2)cc1	-1.2
C=CCOC(=O)C1=C(C)NC(SCC(=O)Nc2nccs2)=C(C#N)C1c1cccs1 (centres undefined)	-6.8
COC(=O)c1cc(-c2ccc3c(c2)OCO3)nc2ccccc12	-1.1
